# HP1b chromo inh – inhibitors of HP1-beta chromodomain binding to methylated histone tails. AlphaScreen HP1-beta / biotin-H3K9me3 peptide binding. Potency, µM (series often up to 114 µM), for inactives: at the highest dose activity change, negative = inhibition, usual class: inhibitors. actives 0.56% (n = 390,000); also: nearly all actives have a fitted effect of over 70% in size; inactives centre near 23
# Target sequence (P83916 whole entry, looked up): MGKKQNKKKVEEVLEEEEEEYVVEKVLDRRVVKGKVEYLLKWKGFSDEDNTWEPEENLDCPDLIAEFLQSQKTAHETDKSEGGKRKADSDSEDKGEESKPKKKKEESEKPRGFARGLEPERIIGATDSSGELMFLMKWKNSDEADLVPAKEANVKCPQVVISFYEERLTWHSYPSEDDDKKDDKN
#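 HP1-beta protein (50 nM final) preincubated 30 min at room temperature with biotinylated H3(1-18)K9me3 peptide (50 nM) in PBS pH 7.4, 0.01% Tween-20, then compound added for 30 min. AlphaScreen streptavidin donor/nickel chelate acceptor beads (10 ug/mL final), 30 min dark, luminescence read.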
# RGS4 inhibitor – inhibitors of human regulator of G protein signaling 4; Potency, µM (titrated, usually from 114 µM), for the others: at the top dose activity change, negative = inhibition, actives largely listed as inhibitors; actives 0.039% (n = 390,000); AID 504845; P49798; Transcreener GDP fluorescence polarization, RGS4-accelerated GTP hydrolysis; also: % is scaled to controls: 0 for no effect and ±100 for the full control effect; nearly all actives have a fitted effect of over 75% in size; some results filed as inactive show a strong effect at the top dose
# Target sequence (P49798 whole entry, looked up): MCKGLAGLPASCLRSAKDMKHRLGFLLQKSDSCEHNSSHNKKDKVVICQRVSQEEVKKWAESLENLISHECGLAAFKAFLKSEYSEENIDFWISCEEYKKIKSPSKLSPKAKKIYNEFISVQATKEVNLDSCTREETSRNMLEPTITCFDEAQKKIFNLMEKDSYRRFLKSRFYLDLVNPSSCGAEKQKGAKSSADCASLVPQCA
#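 MLSMR compounds (23 nl, pin-transferred) preincubated 10 min at room temperature with a 500nM (2x) first reagent, then RGS4 at 900nM (2x) plus Transcreener GDP mix added; fluorescence polarization (620/688 nm) read before and after 90 min at 30 °C.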
# rTrxR1 inhibitor – inhibitors of rat thioredoxin reductase 1. O89049. AID 588453. Potency, µM (top dose mostly 114 µM), for inactives: at the highest dose activity change, negative = inhibition, actives largely listed as inhibitors. actives 1% (n = 390,000). recombinant rTrxR1, NADPH fluorescence consumption, selenite substrate; also: % is scaled to controls: 0 for no effect and ±100 for the full control effect; nearly all actives have a fitted effect of over 65% in size
#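 Rat TrxR1 (90 nM in the dispensed reagent) was pre-reduced with 400 uM NADPH for 5 min at room temperature, then incubated with compound for 15 min. After 400 uM selenite was added, NADPH fluorescence (Ex 340/Em 450 nm) was followed for 8 min.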
# Tb PGK inh – blocks T. brucei phosphoglycerate kinase; AID 602233; Potency, µM (series often up to 57.5 µM), for inactives: at the top dose activity change, negative = inhibition, usual class: inhibitors; P07378; actives 0.043% (n = 380,000); PGK/GAPDH coupled, Kinase-Glo luminescence, 60 min; also: % is scaled to controls: 0 for no effect and ±100 for the full control effect; nearly all actives have a fitted effect of over 60% in size
#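 Luminescent ATP detection (Kinase-Glo Plus) follows a 60-minute room-temperature incubation, with wells lacking PGK as controls. Buffer: 100 mM TEA (pH 7.6), 5 mM MgCl2, 0.01% Tween-20. Coupling enzyme GAPDH (100 nM final) supplies unstable 1,3-BPG in-well.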
# Pin1 inh – human Pin1 inhibition; Potency, µM (top dose mostly 115 µM), for the others: top-dose activity, negative = inhibition, usual class: inhibitors; Q13526; actives 0.009% (n = 390,000); AID 504891; Pin1 FP peptide displacement, HiFluor488, 10 min; active = well fitted inhibition curve with a large enough effect in the polarisation, with a control signal flat, not every such curve was filed as active; inconclusive = small, poorly fitted or top-dose-only effect, or effect the other way, or a change in a side signal; inactive = no such curve, though single readings can be large or run the other way; the % refers to the polarisation; also: % is scaled to controls: 0 for no effect and ±100 for the full control effect
# JMJD2A Tudor – inhibitors of human JMJD2A Tudor domain; AlphaScreen JMJD2A-Tudor / H3K4me3 peptide binding; Potency, µM (highest dose often 114 µM), inactives show at the top dose activity change, negative = inhibition, most hits filed as inhibitors; actives 4.4% (n = 390,000); AID 504339; also: % is scaled to controls: 0 for no effect and ±100 for the full control effect; nearly all actives have a fitted effect of over 50% in size
# 12-LOX inh – ALOX12 (human) lipoxygenase inhibition. P18054. purified 12hLO, xylenol orange hydroperoxide absorbance. Potency, µM (series often up to 108 µM), for inactives: at the highest dose activity change, negative = inhibition, hits mostly inhibitors. actives 1.1% (n = 580,000). AID 1671190; also: % is scaled to controls: 0 for no effect and ±100 for the full control effect
#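 Hydroperoxide product was detected by ferrous iron/xylenol orange as the 573 to 405 nm absorbance ratio. Arachidonic acid at 40 uM (final) was turned over for 30 min at room temperature by 150 nM human 12hLO, pH 7.0 Hepes buffer, after 15 min compound preincubation.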
# ERG-DNA inh – blocks human ERG Ets domain binding to DNA. P11308. fluorescence polarization, His-ERG Ets domain / labelled DNA. Potency, µM (top dose mostly 76.9 µM), inactives show top-dose FP activity, negative = inhibition, hits mostly inhibitors. actives 0.028% (n = 370,000). AID 624246; active = well fitted inhibition curve with a large enough effect in the polarisation, with a control signal flat; inconclusive = small, poorly fitted or top-dose-only effect, or effect the other way, or a change in a side signal; inactive = no such curve, though single readings can be large or run the other way; the % refers to the polarisation;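 also: polarization taken with two DNA probes labelled with fluorescein and Texas red; % of control where 0% means no effect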
#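 His-tagged ERG Ets domain (1 uM in the protein solution; 300mM KCl, 50mM Tris-HCl, 1mM EDTA, 1mM DTT, pH 7.5) received compound, then a probe mix of 5 nM fluorescein-DNA and 100nM Texas-615-DNA. Fluorescence polarization was read for both dyes.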
# GLS inhibitor – inhibitors of human glutaminase (GLS); GLS enzymatic activity, qHTS titration; Potency, µM (titrated, usually from 45.5 µM), without a hit: at the highest dose activity change, negative = inhibition, usual class: inhibitors; actives 0.21% (n = 410,000); AID 624170; also: % is scaled to controls: 0 for no effect and ±100 for the full control effect
# Target sequence (O94925 whole entry, looked up): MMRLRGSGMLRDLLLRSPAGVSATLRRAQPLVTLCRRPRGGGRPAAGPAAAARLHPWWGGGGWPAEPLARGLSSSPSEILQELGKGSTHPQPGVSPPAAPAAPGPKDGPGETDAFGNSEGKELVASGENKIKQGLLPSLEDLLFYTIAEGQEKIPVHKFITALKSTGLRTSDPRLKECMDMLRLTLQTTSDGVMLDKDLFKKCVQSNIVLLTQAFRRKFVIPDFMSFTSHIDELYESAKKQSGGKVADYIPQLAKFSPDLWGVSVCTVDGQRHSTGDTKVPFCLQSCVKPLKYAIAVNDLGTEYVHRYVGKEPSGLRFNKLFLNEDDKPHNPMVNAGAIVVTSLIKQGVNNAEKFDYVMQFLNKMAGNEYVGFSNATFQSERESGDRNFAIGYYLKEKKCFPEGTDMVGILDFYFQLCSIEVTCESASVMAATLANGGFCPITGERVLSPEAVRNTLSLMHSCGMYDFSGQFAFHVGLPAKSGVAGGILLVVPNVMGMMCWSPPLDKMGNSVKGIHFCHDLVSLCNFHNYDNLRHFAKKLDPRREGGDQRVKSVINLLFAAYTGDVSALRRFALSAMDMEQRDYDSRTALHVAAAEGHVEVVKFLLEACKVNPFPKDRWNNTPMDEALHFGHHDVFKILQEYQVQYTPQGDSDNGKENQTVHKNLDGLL
#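 Compounds were pin-transferred onto hKGA, after which L-glutamine (1 mM solution) and a detection mix of glutamate oxidase, HRP and Amplex Red were added. Initial and 30 min RT fluorescence reads were collected.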
# Numbers without * were called inactive; i = inactive; ? = inconclusive; nt = not tested or not shown; & = joins results of further samples; [ ] = remark or other dose. Unless noted, calls follow the shape of the dose curve; as a rule, active = well fitted curve in the direction sought with a large enough effect; inconclusive = small, poorly fitted or top-dose-only effect, or another doubt; inactive = no such curve, though single readings can be large; an effect the other way counts as inactive or inconclusive. Potency is read from the fitted curve at half-maximal effect.
no.	mol	HP1b chromo inh	RGS4 inhibitor	rTrxR1 inhibitor	Tb PGK inh	Pin1 inh
1	Cc1cc(C)nc(N(C#N)C(C)C(=O)N(C)C)n1 (stereo unspecified)	15%	0%	-9%	15%	1%
2	CN1CCN(C(=O)C2CCCCC2C(=O)O)CC1 (stereo unspecified)	33%	7%	8%[57.1 µM]	-3%	-4%
3	O=P1(O)C=C(c2ccccc2)OC(c2ccccc2)=C1	22%	34%	8%[57.1 µM]	9%	-8%
4	Cc1cccc2sc(NC(=O)CN3C(=O)C4CC=CCC4C3=O)nc12 (stereo unspecified)	23%	5%	27%[57.1 µM]	0%	0%
5	C/C(=N\NC(=O)c1cccc(S(=O)(=O)N2CCCC2)c1)c1ccncc1	25%	17%	21%	-11%	-1%
6	COc1cccc(OC)c1C(=O)NC(=O)Nc1c(C)cccc1C	33%	17%	22%	-5%	1%
7	Cc1c(NC(=O)c2cnn3c(C(F)(F)F)cc(-c4ccco4)nc23)c(=O)n(-c2ccccc2)n1C	20%	?	-20%	i	4%
8	Cc1ccc(NC(=O)C(C)N2C(=O)c3ccccc3S2(=O)=O)cc1Cl (stereo unspecified)	44%[activator]	-9%	8%[57.1 µM]	i	3%
9	CCCC(=O)C1=C(O)C(C(=O)OC)C(C)(C)CC1=Nc1ccc(C)cc1 (stereo unspecified)	58%[activator]	18%	-11%[57.1 µM]	5%	-2%
10	O=C(NCCCN1CCOCC1)c1cc(-c2ccc(Br)cc2)nc2ccccc12	1%	-1%	5%	-5%	-2%
11	C=CCn1c(CCCOc2ccc(Cl)cc2Cl)n[nH]c1=S	43%[activator]	-13%	14%	2%	1%
12	CCOC(=O)c1cnc(-n2nc(C)cc2C)nc1Oc1ccccc1F	23%	-25%	15%[57.1 µM]	i	-10%
13	COCCN1C(=O)CS/C1=C(/C#N)C(=O)NCc1ccco1	1%	?	?	-2%	?
14	CC(C)N(Cc1ccccc1)C(=S)Nc1ccc(OC(F)F)cc1	29%	-17%	-1%	-5%	-7%
15	Cc1nc(Cl)c(C(=O)NCc2ccccc2)c(C)c1Cl	23%	15%	14%	-7%	-2%

no.	JMJD2A Tudor	12-LOX inh	ERG-DNA inh	GLS inhibitor
1	-12%	-2%	-2%	12%
2	-20%	?	-11%	-1%
3	-9%	?	-4%	18%
4	4%	-7%	-5%	0%
5	-14%	?	3%	3%
6	13%	8%	-6%	-10%
7	-21%	0%	-2%	6%
8	-20%	-3%	16%	-5%
9	-2%	?	-3%	-1%
10	-30%	?	-5%	0%
11	-2%	?	0%	-9%
12	-17%	?	-3%	-6%
13	-20%	-1%	63%[activator]	4%
14	1%[57.1 µM]	0%	-1%	7%
15	-13%	-1%	-8%	0%

# (more compounds)
no.	mol	HP1b chromo inh	RGS4 inhibitor	rTrxR1 inhibitor	Tb PGK inh	Pin1 inh
16	Cn1c(=O)c2c(nc(SCC(=O)N3CCOCC3)n2C)n(C)c1=O	21%	-36%	1%	i	-6%
17	CCOC(=O)C1CCN(C(=O)C2CCCN(S(=O)(=O)c3ccc(OC)c(Cl)c3)C2)CC1 (stereo unspecified)	13%	32%	-8%	0%	-5%
18	COc1ccc(CCNC(=O)Cn2c(=O)cnc3ccccc32)cc1	25%	-3%	-5%	-5%	-4%
19	CCn1c(=O)c2ccccc2n(Cc2cccc([N+](=O)[O-])c2)c1=O	-3%	19%	17%	-9%	-4%
20	Cc1ccc(NC(=O)CCC(=O)N2CCOc3ccccc32)c(Cl)c1	18%&43%	7%&-26%	5%[57.1 µM]	0%&6%	11%&0%
21	COc1ccc(CC(C)CC(=O)Nc2ccc(OC)cc2)cc1 (stereo unspecified)	8%	6%	5%[57.1 µM]	-7%	-12%
22	Cn1c(NC(=O)CCc2ccccc2)cc(=O)n(C)c1=O	23%	-7%	21%	0%	-6%
23	COc1c(O)ccc(C2NC(=O)NC(C)=C2C(=O)Nc2ccccc2C)c1[N+](=O)[O-] (stereo unspecified)	27%	-26%	26%[57.1 µM]	-9%	-3%
24	COC(=O)C1CCN(c2nc3ccccc3nc2C(C#N)C(=O)NCCc2ccccc2)CC1 (stereo unspecified)	38%[activator]	-13%	-5%	i	?
25	Cc1cc(C(=O)NNC(=O)CCC2CCCCC2)c(C)o1	37%	9%	12%	9%	-1%
26	CCCC(C(=O)NCCc1ccc(S(N)(=O)=O)cc1)c1ccccc1 (stereo unspecified)	19%	20%	14%	i	-3%
27	Cc1cc(C)cc(C(=O)/C=C2\NC(=O)CS2)c1	10%	4%	21%	-6%	57%[activator]
28	CCN(CC)C(=O)c1ccc(Oc2ccc([N+](=O)[O-])cc2Cl)cc1	-15%	9%	30%[57.1 µM]	-5%	2%
29	CCn1c(=O)c(C(=O)NCCCc2ccccc2)c(O)c2ccccc21	158%[activator]	18%	46%[activator]	0%	0%
30	Cc1nc(N2CCCCC2)c2sc(=S)n(C)c2n1	52%[activator]	-12%	12%[57.1 µM]	-4%	-2%

no.	JMJD2A Tudor	12-LOX inh	ERG-DNA inh	GLS inhibitor
16	-7%	-7%&12%	-6%	-2%
17	-13%	49%[activator]	9%	8%
18	-2%	348%[activator]	-12%	-2%
19	-17%	nt	-2%	1%
20	-27%&2%	30%&7%[activator]	-1%&-15%	-4%&0%
21	3%	165%[activator]	14%	-7%
22	-7%	5%[57.4 µM]	2%	2%
23	-1%	-3%	-7%	-9%
24	-12%	-15%	-14%	1%
25	-4%	-3%	11%	1%
26	5%	-5%	-3%	-6%
27	-11%	-3%	6%	16%
28	-30%	1%	1%	-1%
29	125%[activator]	22%	16%	0%
30	-18%	92%[activator]	8%	0%

# For reference, some entries already given:
no.	mol	HP1b chromo inh	RGS4 inhibitor	rTrxR1 inhibitor	Tb PGK inh	Pin1 inh
1	Cc1cc(C)nc(N(C#N)C(C)C(=O)N(C)C)n1 (stereo unspecified)	15%	0%	-9%	15%	1%
2	CN1CCN(C(=O)C2CCCCC2C(=O)O)CC1 (stereo unspecified)	33%	7%	8%[57.1 µM]	-3%	-4%
3	O=P1(O)C=C(c2ccccc2)OC(c2ccccc2)=C1	22%	34%	8%[57.1 µM]	9%	-8%
4	Cc1cccc2sc(NC(=O)CN3C(=O)C4CC=CCC4C3=O)nc12 (stereo unspecified)	23%	5%	27%[57.1 µM]	0%	0%

no.	JMJD2A Tudor	12-LOX inh	ERG-DNA inh	GLS inhibitor
1	-12%	-2%	-2%	12%
2	-20%	?	-11%	-1%
3	-9%	?	-4%	18%
4	4%	-7%	-5%	0%

# (further entries)
no.	mol	HP1b chromo inh	RGS4 inhibitor	rTrxR1 inhibitor	Tb PGK inh	Pin1 inh
31	CC(C)N(Cc1cc2ccccc2[nH]c1=O)C(=O)c1cccc([N+](=O)[O-])c1	-4%	15%	10%	0%	2%
32	O=C(NCCN1CCN(C(=O)c2cccc([N+](=O)[O-])c2)CC1)C(=O)NCc1ccc(Cl)cc1	35%	3%	-14%	0%	-1%
33	O=C(Cc1ccccc1)Nc1cccc(N2CCCC2)c1	-17%	-19%	-28%	i	-3%
34	Cc1ccccc1-c1noc(-c2ccc(N3CCCC3)c([N+](=O)[O-])c2)n1	45%[activator]	10%	9%	-6%	0%
35	Cc1cc(C(=O)CCC(=O)Nc2ncccc2O)c(C)s1	21%	-6%	-48%[57.1 µM]	i	-1%
36	O=C(Cc1ccc(Cl)cc1Cl)NCc1cccnc1	-6%	-11%	1%[57.1 µM]	i	1%
37	CCNC(=O)CC1C(=O)N(c2ccccc2)C(=O)N1CCOC (stereo unspecified)	5%	8%	18%	-2%	1%
38	COc1ccc(NCC(=O)N/N=C/C=C\c2ccccc2)cc1	-11%	15%	-20%	-4%	3%
39	CC(=O)Nc1cccc(C(=O)NNC(=O)c2ccccc2-n2cccc2)c1	28%	-1%	11%	-8%	-5%
40	CCN(C(=O)CSc1cc(C)c2cccc(C)c2n1)C1CCS(=O)(=O)C1 (stereo unspecified)	-8%	12%	22%[57.1 µM]	-2%	2%
41	COc1ccc(NS(=O)(=O)c2ccc(NC(=O)c3ccccc3)cc2)nn1	-6%	?	21%[57.1 µM]	i	0%
42	CCOc1ccc(C(=O)Nc2c3c(nn2-c2ccc(C)cc2)CS(=O)C3)cc1OCC (stereo unspecified)	41%[activator]	4%	5%[57.1 µM]	-2%	0%
43	CCSc1c([N+](=O)[O-])c(=O)n(-c2ccccc2)c2ccccc12	3%	15%	-33%	1%	-1%

no.	JMJD2A Tudor	12-LOX inh	ERG-DNA inh	GLS inhibitor
31	-15%	-20%	7%	0%
32	-12%	2%	5%	2%
33	?	-20%	0%	7%
34	-9%	-6%	-11%	-7%
35	-22%	-29%	1%	13%
36	?	-7%	4%	2%
37	6%	0%	11%	-11%
38	?	-10%	3%	4%
39	-10%	405%[activator]	2%	12%
40	-23%	-30%&-1%	-12%	-9%
41	-27%[11.4 µM]	0%	0%	0%
42	-3%	2%	-2%	1%
43	?	-46%	-7%	10%

# Source: PubChem

# Only part of the results is shown (hit frequency here may not be typical).
